# Source: PubChem BioAssay
# PI4K2A inh: PI4K2A (human) kinase inhibition. Q9BTU6. purified PI4K2A, ADP-Glo luminescence, 1 h; stronger effect = lower value. activity change, negative = inhibition, % at 76.9 µM. actives 0.13% (n = 420,000). AID 1346378; in the data active = activity change below about -50%; inconclusive = mostly about -30% to -49%;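 note: -100% = wells without enzyme as full effect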
# Target sequence (Q9BTU6 whole entry, looked up): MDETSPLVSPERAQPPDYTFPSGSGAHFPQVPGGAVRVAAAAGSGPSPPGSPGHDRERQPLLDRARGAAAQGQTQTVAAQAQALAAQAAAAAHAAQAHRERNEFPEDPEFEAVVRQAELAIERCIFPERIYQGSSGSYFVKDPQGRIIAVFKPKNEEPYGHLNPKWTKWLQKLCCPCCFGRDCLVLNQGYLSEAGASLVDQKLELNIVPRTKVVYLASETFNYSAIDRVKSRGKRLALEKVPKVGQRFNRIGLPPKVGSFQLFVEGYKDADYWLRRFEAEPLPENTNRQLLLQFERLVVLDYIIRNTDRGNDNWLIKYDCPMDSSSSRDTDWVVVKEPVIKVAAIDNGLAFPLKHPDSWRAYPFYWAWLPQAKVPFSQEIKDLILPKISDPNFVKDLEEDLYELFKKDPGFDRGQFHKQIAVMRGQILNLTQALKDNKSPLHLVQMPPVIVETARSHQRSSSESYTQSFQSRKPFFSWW
#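 PI4K2A activity was measured by ADP-Glo luminescence: enzyme (4 ug/mL stock) and phosphatidylinositol (1.2 mM stock) in Tris pH 7.5/MgCl2/EGTA/Triton X-100 buffer were reacted with ATP (300 microM stock) for one hour at ambient temperature.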
# Pin1 inh: blocks the human prolyl isomerase Pin1; Q13526; Pin1 FP peptide displacement, HiFluor488, 10 min; Potency, µM (series often up to 115 µM), for inactives: at the highest dose activity, negative = inhibition, hits mostly inhibitors; actives 0.009% (n = 390,000); active = well fitted inhibition curve with a large enough effect in the polarisation, with a control signal flat, not every such curve was filed as active; inconclusive = small, poorly fitted or top-dose-only effect, or effect the other way, or a change in a side signal; inactive = no such curve, though single readings can be large or run the other way; the % refers to the polarisation; note: potency is the fitted concentration of half-maximal effect; % is set by controls: 0 for no effect and ±100 for the full control effect
# rTrxR1 inhibitor: blocks rat thioredoxin reductase 1 | O89049 | recombinant rTrxR1, NADPH fluorescence consumption, selenite substrate | Potency, µM (highest dose often 114 µM), without a hit: at the top dose activity change, negative = inhibition, hits mostly inhibitors | actives 1% (n = 390,000); note: potency is the fitted concentration of half-maximal effect; % is set by controls: 0 for no effect and ±100 for the full control effect; nearly all actives have a fitted effect of over 65% in size
#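 Rat TrxR1 (90 nM in the dispensed reagent) was pre-reduced with 400 uM NADPH for 5 min at room temperature, then incubated with compound for 15 min. After 400 uM selenite was added, NADPH fluorescence (Ex 340/Em 450 nm) was followed for 8 min.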
# USP1 inh: inhibitors of human USP1/UAF1 deubiquitinase. O94782. recombinant USP1/UAF1, Ub-Rhodamine cleavage fluorescence. Potency, µM (highest dose often 57.1 µM), without a hit: top-dose activity change, negative = inhibition, most hits filed as inhibitors. actives 0.23% (n = 390,000); note: potency is the fitted concentration of half-maximal effect; % is set by controls: 0 for no effect and ±100 for the full control effect; nearly all actives have a fitted effect of over 60% in size; inactives centre near -12
#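 Step one: compound is pinned into 1nM USP1/UAF1 in HEPES pH 7.8 buffer with TCEP. Step two: 15 min room-temperature incubation. Step three: Ub-Rho (150nM final) starts cleavage, tracked by fluorescence over six one-minute reads.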
# GLS inhibitor: inhibitors of human glutaminase (GLS); O94925; GLS enzymatic activity, qHTS titration; Potency, µM (top dose mostly 45.5 µM), for inactives: at the highest dose activity change, negative = inhibition, hits mostly inhibitors; actives 0.21% (n = 410,000); note: potency is the fitted concentration of half-maximal effect; % is set by controls: 0 for no effect and ±100 for the full control effect
#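 Compounds were pin-transferred onto hKGA, after which L-glutamine (1 mM solution) and a detection mix of glutamate oxidase, HRP and Amplex Red were added. Initial and 30 min RT fluorescence reads were collected.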
# TrxR1 substrate: rat thioredoxin reductase 1 substrate activity | O89049 | purified TrxR1 substrate turnover, NADPH consumption readout | Potency, µM (series often up to 114 µM), for inactives: top-dose activity change, negative = substrate turnover | actives 0.01% (n = 390,000); note: potency is the fitted concentration of half-maximal effect; % is set by controls: 0 for no effect and ±100 for the full control effect; nearly all actives have a fitted effect of over 50% in size
#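 Rat TrxR1, dispensed at 90 nM, was prereduced with 400 uM NADPH (final) for 5 min at ~22 deg C, then incubated with compound 15 min before 400 uM selenite. A first-read NADPH fluorescence drop versus no-compound background flagged substrates.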
# IDH1 R132H inh: human IDH1 R132H inhibition | O75874 | IDH1-R132H enzyme, NADPH consumption, diaphorase/resazurin fluorescence | AID 602179 | Potency, µM (doses to about 76.6 µM), for the others: at the highest dose activity change, negative = inhibition, actives largely listed as inhibitors | actives 0.093% (n = 390,000); note: potency is the fitted concentration of half-maximal effect; % is set by controls: 0 for no effect and ±100 for the full control effect; nearly all actives have a fitted effect of over 65% in size
#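 IDH1-R132H (0.5 ug/mL) preincubated 30 min with compound, then NADPH (0.016 mM) and alpha-KG (2 mM) added; 80 min at RT, pH 7.5. Remaining NADPH coupled via diaphorase/resazurin to fluorescence (540/590 nm); concentration-response curves normalized to no-enzyme control.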
# Tb PGK inh: inhibitors of T. brucei phosphoglycerate kinase; P07378; PGK/GAPDH coupled, Kinase-Glo luminescence, 60 min; Potency, µM (top dose mostly 57.5 µM), inactives show at the top dose activity change, negative = inhibition, most hits filed as inhibitors; actives 0.043% (n = 380,000); note: potency is the fitted concentration of half-maximal effect; % is set by controls: 0 for no effect and ±100 for the full control effect; nearly all actives have a fitted effect of over 60% in size
#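 Luminescent ATP detection (Kinase-Glo Plus) follows a 60-minute room-temperature incubation, with wells lacking PGK as controls. Buffer: 100 mM TEA (pH 7.6), 5 mM MgCl2, 0.01% Tween-20. Coupling enzyme GAPDH (100 nM final) supplies unstable 1,3-BPG in-well.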
# HP1b chromo inh: blocks HP1-beta chromodomain binding to methylated histone tails; Potency, µM (series often up to 114 µM), for inactives: at the highest dose activity change, negative = inhibition, usual class: inhibitors; AID 540317; P83916; AlphaScreen HP1-beta / biotin-H3K9me3 peptide binding; actives 0.56% (n = 390,000); note: potency is the fitted concentration of half-maximal effect; nearly all actives have a fitted effect of over 70% in size; inactives centre near 23
#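 HP1-beta protein (50 nM final) preincubated 30 min at room temperature with biotinylated H3(1-18)K9me3 peptide (50 nM) in PBS pH 7.4, 0.01% Tween-20, then compound added for 30 min. AlphaScreen streptavidin donor/nickel chelate acceptor beads (10 ug/mL final), 30 min dark, luminescence read.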
# Starred values were filed as active, the others as inactive; ? = inconclusive; & = joins results of further samples. Unless noted, calls come from the whole dose curve; as a rule, active = well fitted curve in the direction sought with a large enough effect; inconclusive = small, poorly fitted or top-dose-only effect, or another doubt; inactive = no such curve, though single readings can be large; an effect the other way counts as inactive or inconclusive. This is a subset; the hit share may differ from the screen's.
SMILES,PI4K2A inh,Pin1 inh,rTrxR1 inhibitor,USP1 inh,GLS inhibitor,TrxR1 substrate,IDH1 R132H inh,Tb PGK inh,HP1b chromo inh
CC1Cc2ccccc2N1NC(=O)c1ccc(Cl)c(S(N)(=O)=O)c1 (stereo unspecified),0.5&-2.8,?,21.3%,12.5%,5.8%&11.7%,2.4%,11.3%,0.0%,18.5%
